HSF1 inhib: HSF1 inhibition | NIH3T3-HGL HSE-luciferase, MG132-induced, luminescence 8 h; stronger effect = lower value | activity change, negative = inhibition, % at 7.5 µM (by protocol) | hit rate 0.77% among 300,000;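 active = more than half of replicate wells show activity change below -50%, luminescence cut by over half; inconclusive = some wells, but at most half, below -50%; inactive = no replicate well below -50%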;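 also: luciferase reports HSF-1 transcriptional activity via heat shock element; 0% = median of DMSO wells and -100% = zero luminescence signal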
aSyn 5UTR inh: 5' untranslated region of α-synuclein, MLPCN primary screen | alpha-synuclein 5'UTR reporter, inhibitor activity | inhibition, % (tested at 7.5 µM) | hit rate 0.82% among 300,000 | AID 1813; in the data active = inhibition above about 60%; inconclusive = no clear call, values can overlap the other calls;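 also: H4 neuroglioblastoma cells stably carrying SNCA 5'UTR luciferase fusion; 0% = DMSO wells and 100% = positive control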
IEC-6 tox: counter-screen for KLF5 inhibitors: cytotoxicity in IEC-6 cells. IEC-6 cytotoxicity, luminescence viability. hit rate 0.78% among 290,000. inhibition, % at 5 µM. AID 1825; in the data active = inhibition above about 22%;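 also: 0% = plate median of test compound wells and 100% = cytotoxic reference compound wells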
HSP90 refold inh: inhibitors of HSP90 luciferase refolding in rabbit reticulocyte lysate | inhibition, % at 5.6 µM | luciferase refolding luminescence, 3 h | hit rate 0.91% among 290,000 | AID 1789;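 active = inhibition above the screen-wide mean plus 3 SD, computed separately per campaign, cut at about 16% in these data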;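 also: 0% = DMSO wells and 100% = 60 µM geldanamycin wells; inhibitors lower the luminescence because luciferase stays unfolded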
GSK3beta inhib: blocks human GSK3beta kinase activity; hit rate 0.038% among 300,000; GST-GSK3beta kinase, ADP-Glo luminescence, 60 min; stronger effect = lower value; AID 2097; activity score (negative = inhibition), % at 10 µM; P49841;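 active = more than half of replicate wells score below -50%, meaning over 50% inhibition versus plate controls; inconclusive = some replicates but at most half score below -50%; inactive = no replicate scores below -50%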;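 also: 0% = median DMSO wells and -100% = median GW8510 positive control wells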
Target sequence (P49841 whole entry, looked up): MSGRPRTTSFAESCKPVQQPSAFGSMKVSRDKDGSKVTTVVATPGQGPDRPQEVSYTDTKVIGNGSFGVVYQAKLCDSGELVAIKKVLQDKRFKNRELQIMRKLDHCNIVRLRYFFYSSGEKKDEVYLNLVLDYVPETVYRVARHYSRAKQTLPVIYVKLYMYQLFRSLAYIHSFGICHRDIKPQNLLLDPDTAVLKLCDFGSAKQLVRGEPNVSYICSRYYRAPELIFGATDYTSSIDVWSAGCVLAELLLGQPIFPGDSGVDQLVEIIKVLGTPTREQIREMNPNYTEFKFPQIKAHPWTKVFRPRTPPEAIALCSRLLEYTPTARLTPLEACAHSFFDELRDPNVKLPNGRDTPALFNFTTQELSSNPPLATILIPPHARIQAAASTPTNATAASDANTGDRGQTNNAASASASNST
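Assay system: GST-fused GSK3beta enzyme, cell-free / Medium: Tris pH 7.5 buffer with MgCl2, DTT, BSA, heparin / Also added: peptide substrate plus 25 µM ATP (final) / Compound: 10 µM single point / Timing: kinase reaction with compound 60 min at room temperature / Detection: ADP-Glo luminescence / Benchmarks: DMSO neutral wells and GW8510 at 20 µM as positive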
Platelet DG rel: platelet dense granule release activity | inhibition, %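 (compounds screened at 7.5 µM in platelet-rich plasma)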 | hit rate 0.22% among 300,000 | AID 1663 | human platelet-rich plasma, SFLLRN dense granule ATP release, luminescence;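 active = mean replicate score, as percent of positive control, at or above 50; inconclusive = mean below 50 but at least one replicate at or above 50; inactive = mean and every replicate below 50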
GSK3 alpha inh: inhibitors of human GSK-3 alpha kinase; AID 2650; ADP-Glo luminescence, 60 min; hit rate 0.1% among 320,000; P49840; inhibition, % at 10 µM;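 in the data active = inhibition above about 50%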;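 also: GST-tagged GSK-3 alpha with peptide substrate and 25 µM ATP; 0% = DMSO neutral wells and 100% = GW8510 positive control wells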
Target sequence (P49840 whole entry, looked up): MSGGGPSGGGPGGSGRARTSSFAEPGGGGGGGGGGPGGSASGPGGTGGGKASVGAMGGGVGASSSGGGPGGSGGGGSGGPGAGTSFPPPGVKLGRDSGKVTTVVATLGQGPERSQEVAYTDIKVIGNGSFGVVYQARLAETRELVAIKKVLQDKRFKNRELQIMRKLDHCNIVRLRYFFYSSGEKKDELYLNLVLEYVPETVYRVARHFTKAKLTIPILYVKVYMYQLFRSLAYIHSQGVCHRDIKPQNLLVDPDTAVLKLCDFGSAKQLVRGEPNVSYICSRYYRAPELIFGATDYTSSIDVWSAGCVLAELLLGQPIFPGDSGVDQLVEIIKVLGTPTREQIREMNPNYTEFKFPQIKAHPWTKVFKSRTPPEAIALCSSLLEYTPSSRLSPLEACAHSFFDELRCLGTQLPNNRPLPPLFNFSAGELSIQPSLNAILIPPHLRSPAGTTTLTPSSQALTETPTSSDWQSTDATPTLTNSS
Dyrk1A ADPGlo: blocks rat Dyrk1A kinase activity. ADP-Glo luminescence, NFATc1 peptide. hit rate 0.43% among 310,000. inhibition, % at 12.5 µM. Q63470; in the data active = inhibition above about 50%;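 also: plate controls were vehicle with enzyme for no effect and no enzyme for full effect; many of its hits are not listed in these tables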
HSF1 activator: increases HSF-1 driven luciferase reporter signal | NIH3T3-HGL HSF-1 luciferase reporter, MG132, 8 h; 100% = twice DMSO control signal | activation, % at 9 µM | hit rate 1.7% among 300,000;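 active = mean replicate activation of at least 50% with a set share of replicates each reaching 50%; inconclusive = only one of those two conditions met; inactive = mean below 50% and too few replicates reaching it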;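 also: 0% = median of the neutral control wells and 100% = twice that signal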
KLF5 inh: suppresses KLF5 promoter-driven expression; hit rate 0.23% among 290,000; DLD-1 KLF5 promoter-luciferase reporter, luminescence; AID 1700; inhibition, % at 5 µM;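 active = inhibition above a per-plate limit of that plate's mean compound inhibition plus 3 SD, cut at about 60% in these data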;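 also: 0% = DMSO wells and 100% = LY294002 at 200 µM; higher means less KLF5 promoter-driven luciferase light; inactives centre near -14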
* = called active by the depositor; u = inconclusive; x = no result given. An excerpt, so the mix of outcomes need not match the whole.

SMILES | HSF1 inhib | aSyn 5UTR inh | IEC-6 tox | HSP90 refold inh | GSK3beta inhib | Platelet DG rel | GSK3 alpha inh | Dyrk1A ADPGlo | HSF1 activator | KLF5 inh
Cn1c(=O)c2sccc2n2c(CCCC(=O)NCCc3ccccc3)nnc12 | 5 | 10 | 0 | -7 | 0 | 4 | 0 | -2 | 7 | -12
C/C(Cn1nc([N+](=O)[O-])cc1C)=N\NC(=O)c1cccc(Br)c1 | -1 | 9 | 1 | -1 | 2 | -2 | 3 | -2 | 2 | -2
CCOc1ccccc1C1NC(=O)NC(C)=C1C(=O)OC1CCCCC1 (centres undefined) | -18 | -18 | -2 | 0 | -7 | -8 | 10 | 1 | -12 | -4
Nc1nc(NCC(=O)O)nc(N2CCCCCC2)c1[N+](=O)[O-] | -11 | 2 | -2 | -3 | -3 | -6 | 3 | 7 | -20 | 3
O=C(c1ccccn1)c1conc1C(=O)c1ccc(Br)cc1 | 11 | 0 | -8 | 2 | 1 | -1 | 0 | 3 | 18 | -30
CC(C)n1cc(C(=O)c2ccccc2O)cc(C#N)c1=O | -8 | 9 | -5 | -3 | 2 | 4 | -1 | -2 | 5 | 5
CCOc1ccc(S(=O)(=O)N2CCCC(C(=O)NCc3cccnc3)C2)cc1 (centres undefined) | -11 | -4 | 6 | -4 | -6 | 1 | 1 | x | 8 | -31
Cc1ccc(C)c(N(Cc2ccccc2F)S(C)(=O)=O)c1 | -3 | -4 | -5 | 3 | -2 | -5 | 1 | 2 | -5 | -133
COCCNCC(=O)Nc1ccccc1Sc1ccccc1 | 7 | 0 | -4 | -1 | 1 | -1 | -3 | 3 | 27 | -30
CC(NC(=O)c1ccc(NC(=O)c2ccco2)cc1)c1ccccc1 (centres undefined) | 21 | -21 | -7 | -1 | 2 | -2 | -2 | -4 | 41 | -46
Cc1ccc(C)c(N2CCN(C(=O)c3csc4ccccc34)CC2)c1 | 7 | 10 | -5 | -3 | 0 | -7 | 0 | -3 | -6 | 3
CN(Cc1c(F)cccc1Cl)C(=O)c1ccc(COc2ccccc2)cc1 | 1 | -28 | 0 | 0 | 1 | 26 | -3 | -6 | 12 | -16
CC(C)C(NC(=O)CN1C(=O)c2ccccc2C1=O)c1ccccc1 (centres undefined) | 0 | -2 | -4 | -2 | -1 | -1 | -2 | 0 | 1 | -19
Cc1cc(N2CCOCC2)n2cc(-c3ccccc3)nc2n1 | -36 | 15 | 2 | 2 | 2 | -12 | 0 | 6 | -47 | -36
CCC(C)c1ccc(NC(=O)C2CCN(c3ccc(C(F)(F)F)cn3)CC2)cc1 (centres undefined) | 0 | -3 | -16 | -3 | 1 | 1 | -5 | -3 | -1 | -5
c1ccc(-c2noc(CSc3nnnn3C3CCCCC3)n2)cc1 | 1 | -13 | 2 | 3 | 1 | -2 | 1 | 4 | -9 | -5
Cc1ccc(CSCc2ccc(C(=O)NC3CCCC3)o2)cc1 | 0 | 9 | -7 | -12 | -2 | -6 | -7 | 0 | 2 | -19
Cc1cc(C)c2[nH]c(=O)c(CN(CC3CCCO3)C(=O)C3CCCO3)cc2c1 (centres undefined) | 2 | -20 | 0 | 2 | 2 | 34 | 1 | -6 | 7 | -2
COC(=O)c1cn(CCOc2ccccc2)c2ccccc12 | 31 | -153 | -6 | -1 | 4 | -1 | -11 | 7 | 10 | -38
O=C(Oc1ccccc1)c1cc2ccccc2o1 | -5 | -1 | -12 | -2 | -2 | -1 | x | -2 | -4 | 4
CC(C)(C)OC(=O)N/N=C\c1cccnc1 | 16 | -66 | -3 | 0 | 3 | -6 | -5 | -1 | 40 | -48
CN1C(=O)c2cccc(NC(=O)CCc3ccccc3)c2C1=O | -5 | 8 | 0 | -2 | 0 | -8 | -2 | 3 | 11 | 8
COc1cc(/C=C/c2nc3ccccc3s2)cc(OC)c1O | 0 | -69 | 2 | 5 | -4 | -17 | -3 | 6 | 32 | -37
Cc1ccc(C(C)C)c(OCc2nnc3n2CCCCC3)c1 | 10 | 24 | 8 | -1 | 2 | 0 | 3 | 2 | 29 | -12
O=C(CSc1nnc(COc2ccc(Cl)cc2)o1)NC1CC2CCC1C2 (centres undefined) | 13 | 9 | 8 | 3 | -3 | 7 | -1 | -5 | 33 | -19
CCOC(=O)C1=C(C)N(c2ccccc2)C(=O)C1CC(=O)O (centres undefined) | 7 | -2 | 4 | 2 | -3 | 3 | 0 | -10 | 0 | -25
Cn1c(=O)c2c(nc(Oc3ccc4c(c3)OCO4)n2Cc2ccc(F)cc2)n(C)c1=O | -6 | 19 | 8 | 6 | 0 | 0 | 5 | -7 | -12 | -2
Nc1nc(Cl)nc2ccc(Br)cc12 | -47 | -123 | 2 | 6 | -2 | 6 | x | 25 | -54 | 7
COCC(C)n1c(SCc2nc3ccccc3c(=O)[nH]2)nc2ccccc2c1=O (centres undefined) | 21 | 37 | 34* | -1 | 3 | 7 | 1 | -5 | 18 | -22
Cc1ccccc1CC1(CO)CCCN(C(=O)c2cccc(Cl)c2)C1 (centres undefined) | -4 | -1 | 1 | -1 | 0 | 12 | -1 | 5 | -2 | -44
CCOC(=O)c1cnc(Cc2ccccc2)[nH]c1=O | 12 | -10 | -1 | 6 | 2 | -3 | x | 0 | -6 | -12
CCc1c(C#N)c(SCCC(=O)Nc2ccc(OC)cc2)nc2c1C(=O)CC(C)(C)C2 | x | 15 | -3 | 0 | -3 | -2 | 3 | 4 | x | 9
O=C(CCN1C(=O)/C(=C/c2cccs2)SC1=S)NC1=NCCS1 | x | x | -9 | -2 | x | x | 0 | -6 | x | -22
CC(C)(C)n1c(=O)[nH]c2c(c1=O)CCC2 | 4 | -11 | 3 | -1 | 1 | -4 | -1 | -8 | 12 | 15
Cc1ccc(S(=O)(=O)NCc2ccc(C(=O)N(C)CCC#N)cc2)cc1 | -8 | 3 | 1 | 3 | -3 | -5 | 1 | 8 | -10 | -13
O=C(NC(=S)N1CCN(C/C=C/c2ccccc2)CC1)c1c(F)cccc1F | -10 | -14 | -2 | -4 | 1 | -38 | x | -2 | 14 | -15
CCOC(=O)C1(CCCc2ccccc2)CCN(C(=O)CCC2=NNC(=O)CC2)CC1 | 8 | -12 | 3 | 4 | 3 | -6 | -3 | 0 | 1 | -27
COc1ccc(C(=O)NNC(=O)C2CCN(S(=O)(=O)c3ccc(C)cc3)CC2)cc1 | -9 | 10 | 2 | 3 | 2 | -12 | -1 | -4 | -27 | -9
O=CN1CCN(c2ncnc3c2nnn3Cc2c(F)cccc2Cl)CC1 | -3 | 7 | 1 | -1 | 1 | 2 | -1 | 4 | -7 | 5
C/C(=N\NC(=O)C1(C)CC1(Br)Br)c1ccc(NC(=O)c2ccc(C)o2)cc1 (centres undefined) | 16 | -56 | 7 | -6 | 0 | u | 0 | -2 | 30 | -30
Cc1nnsc1-c1nnc(SCC(=O)c2ccccc2)n1C1CC1 | 4 | 7 | 0 | -1 | -3 | 1 | 0 | -6 | 9 | -22
Cn1c(=O)n(CC(N)=O)c(=O)c2c1nc1n2CCCN1Cc1ccccc1 | -1 | 9 | -7 | 1 | 3 | 6 | -1 | -1 | -1 | -12
CN(CC(=O)Nc1ccc(F)cc1)C(=O)c1cc(-c2ccco2)nc2ccccc12 | 13 | 17 | x | x | 3 | 7 | 0 | 2 | 5 | x
C[C@H](C(=O)C=[N+]=[N-])N1C(=O)c2ccccc2C1=O | -7 | -6 | 7 | -1 | 0 | 2 | -1 | x | -2 | -5
Cc1c(CCC(=O)N[C@@H](CCCNC(N)=O)C(=O)O)c(=O)oc2cc3oc4c(c3cc12)CCCC4 | -16 | 46 | -4 | 0 | 2 | -1 | -2 | -3 | -29 | -47
O=C(CSc1nnc(CNC(=O)c2c(F)cccc2F)o1)c1ccccc1 | 1 | 14 | 0 | -2 | -1 | 4 | 2 | 6 | 11 | -9
Cc1cccc(OCCCn2c(=O)oc3ccc(C)cc32)c1 | 8 | 0 | -5 | 5 | x | 13 | x | 3 | 28 | -6
COc1ccc(NC(=O)N2CCCC(C(=O)Nc3ccccc3OC)C2)cc1 (centres undefined) | -8 | 12 | -4 | -7 | 2 | -1 | -4 | 2 | -1 | -16
CC1=CC(C)(C)N2C(=O)C(=O)c3cc(OC(=O)c4ccco4)cc1c32 | -7 | -14 | 88* | -7 | -3 | 0 | 5 | 6 | -14 | 27
COc1ccc(NS(=O)(=O)c2ccc(N/N=C/c3ccc(N4CCOCC4)cc3)c([N+](=O)[O-])c2)cc1 | 2 | 35 | 14 | 0 | 1 | -4 | -2 | -5 | 4 | 9
Cc1c(NC(=O)C(C)N2CC(C)OC(C)C2)c(=O)n(-c2ccccc2)n1C (centres undefined) | 16 | 17 | -1 | -3 | -1 | -3 | -2 | -4 | 60* | -29
CCOc1nc(-c2ccccc2)ccc1-c1noc(-c2cccs2)n1 | -1 | -52 | 2 | 0 | 5 | 6 | 1 | 0 | 2 | -35
Nc1[nH]n(-c2ccccc2)c(=O)c1N=Nc1ccc2c(c1)OCCO2 | -8 | -25 | 5 | -3 | 1 | -7 | 1 | 1 | -24 | -125
COc1cc(NS(=O)(=O)c2cc3c(cc2C)NC(=O)CO3)cc(OC)c1 | -4 | 6 | 4 | 0 | 1 | -1 | 2 | -1 | 5 | -12
COc1ccc(CN(C#N)c2nc(C)cc(C)n2)cc1 | 2 | 23 | 1 | -1 | 7 | 0 | 5 | x | -2 | -33
CCN1C(=O)N[C@@H](c2ccc(Br)cc2)C(C(=O)OC)=C1C | x | x | 3 | -2 | x | x | 3 | 0 | x | -16
Cc1ccc(S(=O)(=O)/N=C(/Nc2cccc(O)c2)c2ccccc2)cc1 | -1 | 32 | 3 | -1 | 0 | 2 | -2 | -6 | 5 | -5
CCN(CC)c1ccc(NC(=O)C2CC(=O)N(Cc3ccccc3)C2)cc1 (centres undefined) | -1 | 25 | -8 | -4 | 0 | -4 | x | x | 4 | -8
O=C(Nc1cc(Cl)cc(Cl)c1)N1CCCN(Cc2ccccc2)CC1 | -2 | -24 | 0 | 3 | -7 | 5 | 0 | 8 | -4 | -3
O=C(CSCCc1ccccn1)Nc1cccnc1Cl | -2 | -7 | -8 | -3 | 0 | -6 | 2 | 7 | 21 | -37
Continuation:
SMILES | HSF1 inhib | aSyn 5UTR inh | IEC-6 tox | HSP90 refold inh | GSK3beta inhib | Platelet DG rel | GSK3 alpha inh | Dyrk1A ADPGlo | HSF1 activator | KLF5 inh
O=C(Nc1nnc(-c2ccc(F)cc2)s1)Nc1ccccc1F | 7 | -45 | -7 | 3 | 1 | -8 | -4 | x | 5 | 1
CCOc1ccc(OCC(=O)OCC(=O)NNC(=O)c2ccc([N+](=O)[O-])cc2)cc1 | -7 | 1 | x | x | 1 | 7 | -1 | 4 | 0 | x
Cc1cccc(-c2cc3nc4c(c(N5CCC6(CC5)OCCO6)n3n2)CCCC4)c1 | x | x | -3 | 1 | x | x | -3 | 15 | x | 10
CCC(=O)Nc1cc2c(cc1C(C)=O)OCCO2 | -6 | 6 | -5 | -4 | -2 | 0 | -4 | 4 | 1 | -31

High-throughput results: PubChem, several laboratories
